# Gal4-VP16 FLuc – VP16 counterscreen qHTS for inhibitors of ROR gamma transcriptional activity. Potency, µM (series often up to 53.6 µM), for inactives: at the top dose activity, negative = inhibition, most hits filed as inhibitors. AID 2546, 2010. Drosophila S2 Gal4-VP16 UAS-luciferase, luminescence, 20 h. actives 3.5% (n = 310,000);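 also: Gal4-VP16 expression switched on by copper sulfate through the metallothionein promoter; % is scaled to controls: 0 for no effect and ±100 for the full control effect; nearly all actives have a fitted effect of over 50% in size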
# RORg inh – qHTS for inhibitors of ROR gamma transcriptional activity; Nuclear receptor ROR-gamma (Mus musculus), P51450; actives 5.4% (n = 310,000); Drosophila S2 Gal4-RORgamma UAS-luciferase reporter, 20 h; Potency, µM (titrated, usually from 53.6 µM), inactives show at the top dose activity change, negative = inhibition, actives largely listed as inhibitors; AID 2551, 2010; also: % is scaled to controls: 0 for no effect and ±100 for the full control effect; nearly all actives have a fitted effect of over 60% in size
# Target sequence (P51450 whole entry, looked up, the tested form may be a part): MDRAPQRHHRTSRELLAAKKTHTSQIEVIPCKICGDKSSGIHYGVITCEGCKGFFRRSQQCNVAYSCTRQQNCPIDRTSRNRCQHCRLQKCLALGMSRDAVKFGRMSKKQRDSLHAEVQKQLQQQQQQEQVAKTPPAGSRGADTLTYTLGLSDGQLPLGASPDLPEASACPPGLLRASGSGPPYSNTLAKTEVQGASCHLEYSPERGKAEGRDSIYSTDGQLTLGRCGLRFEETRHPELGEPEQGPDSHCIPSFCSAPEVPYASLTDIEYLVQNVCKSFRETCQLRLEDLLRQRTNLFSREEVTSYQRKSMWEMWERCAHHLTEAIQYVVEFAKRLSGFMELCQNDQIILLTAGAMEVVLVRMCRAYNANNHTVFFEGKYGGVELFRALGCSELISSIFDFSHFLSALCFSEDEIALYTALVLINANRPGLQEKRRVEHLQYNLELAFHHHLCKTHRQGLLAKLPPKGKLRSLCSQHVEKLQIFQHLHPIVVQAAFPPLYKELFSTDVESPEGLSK
#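 Read-out: Photinus luciferase luminescence; inhibitors lower reporter signal. Insect Schneider cells with Gal4-ROR gamma fusion under metallothionein promoter, UAS reporter; 700 uM final copper sulfate induction, 20 hr, ambient temperature.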
# MBNL1-CUG inh – qHTS Assay for Inhibitors of MBNL1-poly(CUG) RNA binding; Muscleblind-like protein 1 (Homo sapiens), Q9NR56; Potency, µM (titrated, usually from 57.5 µM), for the others: top-dose activity change, negative = inhibition, usual class: inhibitors; actives 0.036% (n = 280,000); AID 2675, 2010; TR-FRET MBNL1-His/biotin-(CUG)12 binding, 665/545 ratio; active = well fitted inhibition curve with a large enough effect in the signal ratio, with a control signal flat, not every such curve was filed as active; inconclusive = small, poorly fitted or top-dose-only effect, or effect the other way, or a change in a side signal; inactive = no such curve, though single readings can be large or run the other way; the % refers to the signal ratio; also: % is scaled to controls: 0 for no effect and ±100 for the full control effect
# Target sequence (Q9NR56 whole entry, looked up): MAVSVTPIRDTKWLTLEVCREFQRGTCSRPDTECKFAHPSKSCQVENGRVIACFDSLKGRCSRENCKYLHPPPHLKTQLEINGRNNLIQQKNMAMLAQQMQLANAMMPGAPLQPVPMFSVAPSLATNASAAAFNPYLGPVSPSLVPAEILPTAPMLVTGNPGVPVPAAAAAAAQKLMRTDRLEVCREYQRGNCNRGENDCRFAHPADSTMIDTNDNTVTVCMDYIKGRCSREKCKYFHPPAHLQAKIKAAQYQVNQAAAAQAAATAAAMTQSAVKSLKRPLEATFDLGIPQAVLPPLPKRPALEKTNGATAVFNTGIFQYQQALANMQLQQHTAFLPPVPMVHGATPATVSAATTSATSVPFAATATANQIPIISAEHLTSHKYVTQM
#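 Compound titration spanned 92 nM–58 uM against the MBNL1-His/biotin-(CUG)12 complex. After 60 min at room temperature with 5 nM streptavidin-XL665 and 0.055 ng/ul terbium anti-His, ratiometric 665/545 nm emission (Ex 340 nm) normalized to controls.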
# uPA surface inh – qHTS for Inhibitors of Cell Surface uPA Generation; cell surface uPA generation assay, qHTS; Potency, µM (doses to about 38.3 µM), without a hit: top-dose activity change, negative = inhibition, usual class: inhibitors; actives 0.31% (n = 330,000); active = well fitted inhibition curve with a large enough effect; inconclusive = small, poorly fitted or top-dose-only effect; inactive = no such curve, though single readings can be large or run the other way; tested in mouse RAW 264.7 cells; also: % is scaled to controls: 0 for no effect and ±100 for the full control effect; nearly all actives have a fitted effect of over 55% in size
# p53 reactivator – qHTS assay for re-activators of p53 using a Luc reporter; H1299 p53-A138V BP100-luciferase reporter, luminescence, 24 h; Potency, µM (highest dose often 92.2 µM), inactives show top-dose activity change, positive = activation, most hits filed as activators; actives 0.063% (n = 320,000); also: % of control where 0% means no effect; nearly all actives have a fitted effect of over 45% in size
#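 H1299 (p53-null), stable ts p53-A138V + BP100-Luc; 1000 cells/well, Opti-MEM/10% FBS; cpd 4 pt, 1:5; 24 h, 37 deg C, 5% CO2; detection reagent 10 min RT; luminescence.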
# BRCA1 expr up – qHTS Assay to Identify Small Molecule Activators of BRCA1 Expression; MCF7-BRCA1-FFLuc reporter, luminescence, 48 h; response scale: scaled: vehicle 0%, 10 µM genistein 100%; Potency, µM (highest dose often 46.1 µM), without a hit: top-dose activation, hits mostly activators; actives 1.1% (n = 380,000); also: nearly all actives have a fitted effect of over 80% in size; some results filed as inactive show a strong effect at the top dose
#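 MCF7-BRCA1-FFLuc, 2000 cells/well; 2 h attach, 37 °C/5% CO2; compound 48 h; luciferase substrate 15 min; luminescence end-point. Norm. to genistein 10 microM max activation and DMSO; concentration-response curves fitted.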
# FLuc counter – qHTS profiling assay for firefly luciferase inhibitor/activator using purifed enzyme and Km concentrations of substrates (counterscreen for miR-21 project). actives 6.9% (n = 360,000). Luciferin 4-monooxygenase (Photinus pyralis), P08659. purified FLuc, Km substrates, luminescence inhibition. Potency, µM (highest dose often 57.5 µM), for inactives: at the highest dose activity change, negative = inhibition, most hits filed as inhibitors;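 also: plate controls were vehicle for no effect and reference inhibitor for full effect; nearly all actives have a fitted effect of over 55% in size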
#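 Purified P. pyralis luciferase (10nM final) with 10uM D-luciferin and 10uM ATP (Km levels) in 50mM Tris acetate pH 7.5, 10mM Mg acetate, 0.01% Tween-20, 0.05% BSA; qHTS 6-point titration, ~60 µM downward; luminescence read.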
# ELG1 genotoxic – qHTS screen for small molecules that induce genotoxicity in human embryonic kidney (HEK293T) cells expressing luciferase-tagged ELG1; HEK293T ELG1-luciferase reporter, luminescence, 16 h; Potency, µM (series often up to 46 µM), without a hit: at the highest dose activity change, positive = activation, usual class: activators; actives 1.3% (n = 330,000); AID 504466, 2011; also: % of control where 0% means no effect; nearly all actives have a fitted effect of over 60% in size
#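 Step 1: seed 2,000 HEK293T ELG1-luciferase cells per well. Step 2: add compound or DMSO, incubate 16 hr at 37 °C. Step 3: ONE-Glo, 30 min at room temperature, read luminescence.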
# Rab9 prom act – qHTS Assay for Rab9 Promoter Activators; Huh7 Rab9 promoter-luciferase reporter, luminescence, 24 h; Potency, µM (top dose mostly 9.22 µM), for inactives: at the top dose activation, negative = inhibition, actives largely listed as activators; actives 2.8% (n = 320,000); also: % of control where 0% means no effect; nearly all actives have a fitted effect of over 60% in size
#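 Cell-based reporter: Huh7 stable for Rab9 promoter-driven luciferase, plated in reduced-serum medium with 10% FBS at 1500 cells/well, compound-treated 24 h at 37 °C, luminescence read after 10 min reagent.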
# NPC1 promoter act – qHTS Assay for NPC1 Promoter Activators; AID 485313, 2010; Huh7 NPC1 promoter luciferase reporter, 24 h; Potency, µM (top dose mostly 9.22 µM), for inactives: at the top dose activation, most hits filed as activators; actives 2.4% (n = 320,000);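 also: % of control where 0% means no effect; nearly all actives have a fitted effect of over 60% in size; reporter is driven by a mutant NPC1 promoter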
#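 Huh7 cells stably carrying NPC1 promoter–luciferase, plated in Opti-MEM with 10% FBS for 2 h, were exposed to compound in DMSO for 24 h at 37 °C; luciferase reagent was added for 10 min and luminescence read.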
# Starred values were filed as active, the others as inactive; ? = inconclusive; . = not tested or not shown; [ ] = dose if it differs, or a comment. Unless noted, calls follow the shape of the dose curve; as a rule, active = well fitted curve in the direction sought with a large enough effect; inconclusive = small, poorly fitted or top-dose-only effect, or another doubt; inactive = no such curve, though single readings can be large; an effect the other way counts as inactive or inconclusive. Potency is read from the fitted curve at half-maximal effect.
# Screens by letter: A = Gal4-VP16 FLuc; B = RORg inh; C = MBNL1-CUG inh; D = uPA surface inh; E = p53 reactivator; F = BRCA1 expr up; G = FLuc counter; H = ELG1 genotoxic; I = Rab9 prom act; J = NPC1 promoter act
> COC(=O)c1ccccc1S(=O)(=O)C(C)(C)C
  A: -15.4% | B: 24.0% | C: 18.7% | D: 3.6% | E: -2.3% | F: -35.1% | G: -1.9% | H: -0.5% | I: -1.9% | J: -3.1%
> Cc1ccccc1CCNC(=O)c1ccc(Cl)c(S(=O)(=O)N2CC(C)OC(C)C2)c1 (stereo not given)
  A: . | B: . | C: . | D: -8.4% | E: 5.3% | F: -46.9% | G: 1.3% | H: -5.3% | I: -28.3% | J: -30.5%[inhibitor]
> CCn1nnnc1SCC(=O)c1ccc(NC(C)=O)cc1
  A: -11.3% | B: 21.8% | C: 0.5% | D: -1.8% | E: 6.5% | F: 19.3% | G: -11.9% | H: 6.3% | I: 26.2% | J: 2.2%
> Cc1ccc(NC(=O)C(=O)NCc2ccccn2)cc1
  A: 13.7% | B: 25.3% | C: -1.0% | D: 2.4% | E: 6.5% | F: ? | G: ? | H: ? | I: ? | J: ?
> C=CCN(c1ccccc1C(=O)NCC(=O)O)S(=O)(=O)c1ccccc1C
  A: -0.4% | B: -9.1% | C: 1.2% | D: -0.8% | E: 2.0% | F: -16.6% | G: -0.7% | H: -1.6% | I: 0.2% | J: -0.4%
> O=C(c1ccccc1Br)N(Cc1ccccc1)c1ccccc1
  A: -1.8% | B: -11.7% | C: -5.2% | D: 1.7% | E: -1.5% | F: -35.7% | G: -0.7% | H: 5.8% | I: 7.9% | J: 0.9%
> O=C(CSc1nc2ccccc2o1)N1CCCC1
  A: 12.5% | B: 31.3% | C: -3.9% | D: -4.9% | E: 14.6% | F: 58.1% | G: -17.3% | H: 14.8% | I: 12.3% | J: 3.2%
> C/C(=N\Nc1nc(-c2ccc(C)cc2C)cs1)c1cc2ccccc2oc1=O
  A: ? | B: ? | C: . | D: 2.1% | E: 5.5% | F: -14.5% | G: -6.4% | H: -3.1% | I: -3.0% | J: -7.7%
> O=S(=O)(NCCc1ccccc1)c1cccc(S(=O)(=O)N2CCOCC2)c1
  A: -0.7% | B: 23.4% | C: -6.1% | D: 10.9% | E: -8.4% | F: 5.9% | G: 1.5% | H: -0.3% | I: -3.5% | J: -4.4%
> Cc1ccc(N2CC(C(=O)N3CCN(Cc4ccc5c(c4)OCO5)CC3)CC2=O)cc1 (stereo not given)
  A: 5.8% | B: 23.9% | C: 1.5% | D: -10.4% | E: -3.7% | F: -12.6% | G: -2.9% | H: -4.7% | I: -3.4% | J: -0.9%
> COc1ccc(CCNS(=O)(=O)c2ccc3c(c2)CCN3C(=O)C2CC2)cc1OC
  A: -4.4% | B: 8.2% | C: -3.9% | D: 2.7% | E: -1.2% | F: -17.7% | G: 1.8% | H: 0.1% | I: -0.1% | J: -0.1%
> CC(=O)c1cccc(NC(=O)CCc2nnc3ccc(N4CCOCC4)nn23)c1
  A: 0.9% | B: -20.4% | C: -6.9% | D: 1.1% | E: 1.0% | F: 0.1% | G: -0.5% | H: 0.2% | I: 3.8% | J: -1.0%
> COCCCNC(=S)NNC(=S)NCCCOC
  A: 6.4% | B: ? | C: -0.1% | D: 1.5% | E: -0.5% | F: -1.1% | G: -1.4% | H: -1.5% | I: 2.3% | J: 0.1%
> Cn1cnnc1SCC(=O)NCCc1ccc(Cl)cc1Cl
  A: -7.4% | B: 15.5% | C: -4.4% | D: 9.5% | E: -0.5% | F: -9.2% | G: -3.8% | H: 0.7% | I: 11.2% | J: -3.6%
> CN(C)NC(=S)NC1(C)CCS(=O)(=O)C1 (stereo not given)
  A: -1.7% | B: -40.0% | C: -2.7% | D: -0.5% | E: 0.7% | F: 8.4% | G: -1.0% | H: 0.5% | I: -0.7% | J: -4.4%

# (more compounds)
# Screens by letter: A = Gal4-VP16 FLuc; B = RORg inh; C = MBNL1-CUG inh; D = uPA surface inh; E = p53 reactivator; F = BRCA1 expr up; G = FLuc counter; H = ELG1 genotoxic; I = Rab9 prom act; J = NPC1 promoter act
> O=C(c1cccn2c(=O)c3cc(Cl)ccc3nc12)N1CCOCC1
  A: . | B: 1.9%[0.365 µM] | C: 14.5% | D: -10.3% | E: 18.4% | F: -43.4% | G: -1.7% | H: 14.3% | I: -1.6% | J: 1.0%
> CC(C)N(C(=O)CSc1nnc(-c2cc3ccccc3cc2O)n1Cc1ccco1)C(C)C
  A: . | B: 17.6%[0.365 µM] | C: 7.1% | D: . | E: -8.1% | F: -62.1% | G: -12.8% | H: -12.3% | I: -6.7% | J: -2.6%
> CCN(CC)S(=O)(=O)c1ccc(N2CC(C(=O)NCc3ccc4c(c3)OCO4)CC2=O)cc1 (stereo not given)
  A: . | B: . | C: . | D: -1.1% | E: -8.9% | F: -12.3% | G: 2.7% | H: -4.8% | I: -2.1% | J: -4.3%
> COc1ccc(CCNC(=O)C2CCCN2C(=O)Nc2ccc(C)cc2)cc1OC (stereo not given)
  A: 3.5% | B: 8.3% | C: -0.5% | D: ? | E: 15.8% | F: -9.7% | G: -0.9% | H: 2.0% | I: -3.2% | J: -8.6%
> Cc1ccc(S(=O)(=O)c2nc(-c3ccccc3)oc2N2CCCC2)cc1
  A: . | B: . | C: . | D: 5.2% | E: -4.2% | F: -18.5% | G: -2.9% | H: 1.0% | I: 2.9% | J: -5.7%
> N#Cc1ccc(CSc2nc(N)cc(=O)[nH]2)cc1
  A: 2.4% | B: -29.1% | C: -5.3% | D: -17.7% | E: . | F: -16.8% | G: -2.4% | H: 2.9% | I: 0.0% | J: 3.0%
